mIDH1 inhibitor – qHTS for Inhibitors of mutant isocitrate dehydrogenase 1 (IDH1): qHTS | Potency, µM (highest dose often 76.6 µM), without a hit: top-dose activity change, negative = inhibition, most hits filed as inhibitors | AID 602179, 2012 | 390,000 compounds, 0.093% hits | IDH1-R132H enzyme, NADPH consumption, diaphorase/resazurin fluorescence; note: potency is the fitted concentration of half-maximal effect; % is set by controls: 0 for no effect and ±100 for the full control effect; nearly all actives have a fitted effect of over 65% in size
Target sequence (O75874 whole entry R132H, stated change not applied): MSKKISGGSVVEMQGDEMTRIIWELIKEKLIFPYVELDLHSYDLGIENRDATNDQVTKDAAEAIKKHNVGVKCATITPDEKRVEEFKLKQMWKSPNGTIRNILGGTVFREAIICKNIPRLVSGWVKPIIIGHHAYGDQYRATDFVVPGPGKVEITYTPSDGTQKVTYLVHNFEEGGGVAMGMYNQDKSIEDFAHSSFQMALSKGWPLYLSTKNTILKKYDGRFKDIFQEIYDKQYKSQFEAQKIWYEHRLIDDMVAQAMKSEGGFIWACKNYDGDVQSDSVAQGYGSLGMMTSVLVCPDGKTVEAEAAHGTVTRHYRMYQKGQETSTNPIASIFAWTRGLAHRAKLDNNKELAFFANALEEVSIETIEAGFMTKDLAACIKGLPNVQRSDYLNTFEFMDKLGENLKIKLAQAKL
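IDH1-R132H (0.5 ug/mL) preincubated 30 min with compound, then NADPH (0.016 mM) and alpha-KG (2 mM) added; 80 min at RT, pH 7.5. Remaining NADPH coupled via diaphorase/resazurin to fluorescence (540/590 nm); concentration-response curves normalized to no-enzyme control.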
Vif-A3F inh – qHTS for Inhibitors of Vif-A3F Interactions: qHTS; HeLa A3F-eYFP + Vif (tagged APOBEC3F with the HIV-1 protein that degrades it), YFP fluorescence increase; 390,000 compounds, 0.2% hits; Potency, µM (highest dose often 46.1 µM), inactives show at the highest dose activity, negative = active; AID 602313, 2012; note: potency is the fitted concentration of half-maximal effect; % of control where 0% means no effect; nearly all actives have a fitted effect of over 65% in size
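Fluorescence increase (Ex 488/Em 500-530) after overnight compound treatment at 37 deg C flags inhibition of Vif-driven A3F-eYFP loss in stable HeLa A3F-eYFP/Vif cells seeded overnight beforehand.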
LDHA inh – qHTS assay for inhibitors of human lactate dehydrogenase; purified LDHA, NADH/diaphorase-resazurin fluorescence; hits give low values; activity change, % (values are at about 110 or 230 µM); 480,000 compounds, 0.15% hits; AID 1347041, 2019; in the data active = activity change below about -30%; inconclusive = mostly about -25% to -30%;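 note: plate controls were DMSO wells for no effect and wells without enzyme for full effect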
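Enzyme activity of human lactate dehydrogenase 5 (2 nM; 0.06 mM NADH, 0.2 mM pyruvate, 5 min, RT) is measured via a resazurin/diaphorase fluorescence readout of residual NADH.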
Glioma ERSR ind – qHTS for Inducers of the Endoplasmic Reticulum Stress Response (ERSR) in Human Glioma: qHTS; U87-MG GRP78 promoter luciferase reporter, 16 h; 420,000 compounds, 0.02% hits; Potency, µM, without a hit: top-dose activation, actives largely listed as activators; note: potency is the fitted concentration of half-maximal effect; series mostly up to about 76 µM; % of control where 0% means no effect; nearly all actives have a fitted effect of over 35% in size
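Stably transfected U87-MG human glioma cells carrying a GRP78-based luminescent sensor were seeded at 1000 cells/well, pin-dosed with compounds and incubated 16 h. Luciferase reagent was then added, and end-point luminescence was read after 10 min at room temperature.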
USP1-UAF1 inh – Inhibitors of USP1/UAF1: Primary Screen; recombinant USP1/UAF1, Ub-Rhodamine cleavage fluorescence; Potency, µM (highest dose often 57.1 µM), without a hit: at the top dose activity change, negative = inhibition, usual class: inhibitors; 390,000 compounds, 0.23% hits; note: potency is the fitted concentration of half-maximal effect; % is set by controls: 0 for no effect and ±100 for the full control effect; nearly all actives have a fitted effect of over 60% in size; inactives centre near -12
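USP1/UAF1 complex at 1 nM was preincubated with compound for 15 min at room temperature, then Ub-Rho substrate (150nM final) was added. Fluorescence (480/540 nm) was read kinetically, 6 reads every 60 seconds.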
Vif-A3G inh – qHTS for Inhibitors of Vif-A3G Interactions: qHTS; DNA dC->dU-editing enzyme APOBEC-3G (Homo sapiens), Q9HC16; Potency, µM (highest dose often 46.1 µM), for the others: at the top dose activity, negative = active, hits mostly inhibitors; 410,000 compounds, 0.076% hits; HeLa A3G-eYFP + Vif (tagged APOBEC3G with the HIV-1 protein that degrades it), YFP fluorescence, overnight;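 note: potency is the fitted concentration of half-maximal effect; % is set by controls: 0 for no effect and ±100 for the full control effect; nearly all actives have a fitted effect of over 60% in size; hits raise eYFP signal because A3G escapes Vif-driven loss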
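Read-out is eYFP fluorescence (Ex 488/Em 500-530) from Vif-expressing HeLa A3G-eYFP cells; more signal means A3G escaped Vif-mediated degradation. Cells plated overnight, compound pinned in, incubated overnight at 37 deg C.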
RGS4 inhibitor – Inhibitors of Regulator of G Protein Signaling (RGS) 4: qHTS; Transcreener GDP fluorescence polarization, RGS4-accelerated GTP hydrolysis; Regulator of G-protein signaling 4 (Homo sapiens), P49798; 390,000 compounds, 0.039% hits; Potency, µM (titrated, usually from 114 µM), inactives show top-dose activity change, negative = inhibition, most hits filed as inhibitors; note: potency is the fitted concentration of half-maximal effect; % is set by controls: 0 for no effect and ±100 for the full control effect; nearly all actives have a fitted effect of over 75% in size; some results filed as inactive show a strong effect at the top dose
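MLSMR compounds (23 nl, pin-transferred) preincubated 10 min at room temperature with a 500nM (2x) first reagent, then RGS4 at 900nM (2x) plus Transcreener GDP mix added; fluorescence polarization (620/688 nm) read before and after 90 min at 30 °C.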
TrxR1 substrate – qHTS Assay for Substrates of Mammalian Selenoprotein Thioredoxin Reductase 1 (TrxR1): qHTS; Thioredoxin reductase 1, cytoplasmic (Rattus norvegicus), O89049; purified TrxR1 substrate turnover, NADPH consumption readout; Potency, µM (top dose mostly 114 µM), without a hit: top-dose activity change, negative = substrate turnover; 390,000 compounds, 0.01% hits; AID 588456, 2011; note: potency is the fitted concentration of half-maximal effect; % is set by controls: 0 for no effect and ±100 for the full control effect; nearly all actives have a fitted effect of over 50% in size
Target sequence (O89049 whole entry, looked up): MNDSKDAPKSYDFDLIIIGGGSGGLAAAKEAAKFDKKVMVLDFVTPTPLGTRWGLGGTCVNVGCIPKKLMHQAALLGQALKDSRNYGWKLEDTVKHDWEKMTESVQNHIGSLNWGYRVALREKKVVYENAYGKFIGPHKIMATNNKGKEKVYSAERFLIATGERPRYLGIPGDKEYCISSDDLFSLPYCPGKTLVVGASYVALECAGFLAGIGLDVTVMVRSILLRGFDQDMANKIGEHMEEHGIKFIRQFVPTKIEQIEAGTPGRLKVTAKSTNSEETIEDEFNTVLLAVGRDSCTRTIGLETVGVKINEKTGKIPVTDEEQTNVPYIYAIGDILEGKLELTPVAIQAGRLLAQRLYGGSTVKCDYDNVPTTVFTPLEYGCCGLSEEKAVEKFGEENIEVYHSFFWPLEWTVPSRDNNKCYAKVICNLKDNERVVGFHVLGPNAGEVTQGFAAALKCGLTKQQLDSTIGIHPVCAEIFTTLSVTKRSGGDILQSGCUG
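Rat TrxR1, dispensed at 90 nM, was prereduced with 400 uM NADPH (final) for 5 min at ~22 deg C, then incubated with compound 15 min before 400 uM selenite. A first-read NADPH fluorescence drop versus no-compound background flagged substrates.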
rTrxR1 inhibitor – qHTS Assay for Inhibitors of Mammalian Selenoprotein Thioredoxin Reductase 1 (TrxR1): qHTS; Potency, µM (series often up to 114 µM), for the others: at the top dose activity change, negative = inhibition, hits mostly inhibitors; 390,000 compounds, 1% hits; Thioredoxin reductase 1, cytoplasmic (Rattus norvegicus), O89049; recombinant rTrxR1, NADPH fluorescence consumption, selenite substrate; note: potency is the fitted concentration of half-maximal effect; % is set by controls: 0 for no effect and ±100 for the full control effect; nearly all actives have a fitted effect of over 65% in size
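Rat TrxR1 (90 nM in the dispensed reagent) was pre-reduced with 400 uM NADPH for 5 min at room temperature, then incubated with compound for 15 min. After 400 uM selenite was added, NADPH fluorescence (Ex 340/Em 450 nm) was followed for 8 min.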
The depositor's hits bear a star; ? = inconclusive; · = not tested or not shown; & = joins results of further samples; [ ] = remark or other dose. Unless noted, calls come from the whole dose curve; as a rule, active = well fitted curve in the direction sought with a large enough effect; inconclusive = small, poorly fitted or top-dose-only effect, or another doubt; inactive = no such curve, though single readings can be large; an effect the other way counts as inactive or inconclusive. Some of the compounds tested. The share of hits here may be higher or lower than overall.

smiles | Glioma ERSR ind | Vif-A3G inh | rTrxR1 inhibitor | Vif-A3F inh | RGS4 inhibitor | TrxR1 substrate | LDHA inh | USP1-UAF1 inh | mIDH1 inhibitor
CCS(=O)(=O)NCCc1csc2nc(-c3ccc(C)cc3)nn12 | -2% | -5% | 12%[57.1 µM] | 5% | -20% | 4%[57.1 µM] | -1 | -6% | 14%
Cc1ccc(S(=O)(=O)NCCSCc2ccco2)cc1 | 0% | -4% | 21%[11.4 µM] | -8% | 27% | 14%[57.1 µM] | -9 | -11% | 20%
COC(=O)c1c(-c2ccc(Cl)cc2)noc1N1CCN(c2cccc(C(F)(F)F)c2)CC1 | -4% | -2% | 23%[57.1 µM] | 3% | 21% | 1%[57.1 µM] | -1 | -31% | -1%
Cc1cc(C)c(NC(=O)CN2CCN(S(=O)(=O)c3ccc4c(c3)OCCO4)CC2)c(C)c1 | 1% | 0% | · | 1% | · | · | -8 | 1% | -4%
O=C1C(c2ccc(F)cc2)N(CCc2ccc(Cl)cc2)C(=O)CN1C1CCCCCC1 (stereo not given) | -3% | -2% | 5%[57.1 µM] | -12% | -4% | 0%[57.1 µM] | 0 | 23% | 17%
CC(=O)Nc1ccccc1NC(=O)C/C(C)=N/NC(=O)c1cccnc1 | 1% | -8% | 11% | 12% | -1% | 4% | 1 | -19% | 0%
Cc1cccc(CC2CC(=O)N(CCc3ccc4c(c3)OCO4)C2=O)c1 (stereo not given) | -4% | 2% | -2%[57.1 µM] | 6% | 2% | -4%[57.1 µM] | -3 | -16% | 1%
Cc1ccccc1CNC(=O)c1nn(-c2ccccc2F)nc1CO | -4% | 7% | 29% | 2% | -5% | 3% | -12 | -3% | 13%
COc1cc(/C=C2/NC(=O)N(Cc3ccccc3F)C2=O)ccc1O | 3% | -12% | 27%[57.1 µM] | -1% | -27% | -20%[57.1 µM] | 2 | -11% | 6%
COc1cc(OC)c(C2N(c3ccc(Cl)cc3)C(=O)C3CCCN32)cc1OC (stereo not given) | -1% | 1% | 8%[57.1 µM] | -8% | 13% | 8%[57.1 µM] | -6 | -16% | -3%
COc1cc(C(=O)NCc2ccc(C(=O)NCC(OC)OC)cc2)cc(OC)c1OC | -1% | 0% | 4%[57.1 µM] | -7% | -3% | 4%[57.1 µM] | -9 | -13% | -14%
O=C(CN1C(=O)C(=O)N(C2CCCC2)C1=O)Nc1ccccc1OC(F)F | 0% | -5% | 5% | 3% | -3% | 4% | -7 | -3% | -4%

In the list so far, these contain four or more nitrogen atoms.
smiles | Glioma ERSR ind | Vif-A3G inh | rTrxR1 inhibitor | Vif-A3F inh | RGS4 inhibitor | TrxR1 substrate | LDHA inh | USP1-UAF1 inh | mIDH1 inhibitor
CCS(=O)(=O)NCCc1csc2nc(-c3ccc(C)cc3)nn12 | -2% | -5% | 12%[57.1 µM] | 5% | -20% | 4%[57.1 µM] | -1 | -6% | 14%
CC(=O)Nc1ccccc1NC(=O)C/C(C)=N/NC(=O)c1cccnc1 | 1% | -8% | 11% | 12% | -1% | 4% | 1 | -19% | 0%
Cc1ccccc1CNC(=O)c1nn(-c2ccccc2F)nc1CO | -4% | 7% | 29% | 2% | -5% | 3% | -12 | -3% | 13%

Later entries.
smiles | Glioma ERSR ind | Vif-A3G inh | rTrxR1 inhibitor | Vif-A3F inh | RGS4 inhibitor | TrxR1 substrate | LDHA inh | USP1-UAF1 inh | mIDH1 inhibitor
Cc1cnc(N)c2c(=O)oc3ccccc3c12 | 1% | 6% | 20% | 3% | 8% | 51%[activator] | -4 | -26% | 4%
CC1CCN(CCCNC(=O)c2ccc(CS(=O)(=O)Cc3ccccc3F)o2)CC1 | -6% | 0% | 3% | 0% | -13% | 4% | -1 | -15% | 3%
Cc1ccc(NC(=O)Cn2nc(C)c3ccccc3c2=O)cc1F | -9% | -3% | 19% | -4% | -23%[56.9 µM] | 2% | 0 | -8% | 0%
CC(Oc1ccc2c(-c3ccccc3)cc(=O)oc2c1)C(=O)NC(Cc1c[nH]c2ccc(O)cc12)C(=O)O (stereo not given) | -2% | 1% | -2%[57.1 µM] | -8% | 3% | 3%[57.1 µM] | 7 | -7% | 4%
COc1ccc(-n2cccc2/C=C2\C(=N)N3N=C(c4ccco4)SC3=NC2=O)cc1 | -4% | -3% | -7%[57.1 µM] | 2% | -50% | 0%[57.1 µM] | -24 | -13% | 2%
COc1cc(CCC(=O)OCC(=O)Nc2ccc(F)c(F)c2)cc(OC)c1OC | -4% | 0% | 21% | -2% | -9% | 2% | -5 | -3% | 1%
CCOc1ccccc1CN1CCNC(=O)C1CC(=O)NCc1cc(C)n(C)n1 (stereo not given) | 1% | -3% | -7% | 4% | -11% | 5% | 1 | -12% | 1%
CCOC(=O)C1CCN(S(=O)(=O)c2cc(Cl)c(C)cc2OC)CC1 | -6% | 1% | 9%[57.1 µM] | -3% | 24% | -5% | -7 | ? | 0%
COc1nc(-c2ccc3c(c2)OCO3)n(-c2ccc(NC(=O)CSc3ccccc3)cc2)n1 | -3% | 12% | 49% | 0% | 16% | 18%[57.1 µM] | -3 | · | ·
COc1ccc(CN2CCCC(N3CCc4ccccc4C3)C2)c(O)c1 (stereo not given) | -4% | 3% | 0% | -3% | 3% | -3% | 1 | -11% | -4%
CN(c1ccccc1)S(=O)(=O)c1ccc(NC(=O)c2cc(=O)c3ccccc3o2)cc1 | -4% | -5% | 8% | -6% | 12% | 0% | -2&1 | -7% | 14%
O=C(NCc1ccccc1Cl)c1cnccn1 | -4% | 1% | -10% | 1% | -17% | 0% | -2 | -11% | 3%
Cc1ccc(C)c(NC(=O)C(=O)NCc2ccccn2)c1 | 2% | -1% | 4%[57.1 µM] | -2% | 37% | -6% | -6 | 4% | 4%
COn1c(-c2ccccc2)c(C=O)c2ccccc21 | -2% | -10% | -1%[57.1 µM] | 2% | -6% | 3%[57.1 µM] | -14 | -8% | -2%
Cc1ccc(-n2c(SCC(=O)Nc3cccc(Cl)c3)nc3n[nH]c(C)c3c2=N)cc1 | 0% | -25% | 16%[57.1 µM] | -6% | -2% | 3%[57.1 µM] | 0 | -21% | -24%
Brc1ccc(-c2cnco2)cc1 | 1% | 0% | 4% | -1% | -20% | 0% | -1 | -18% | 10%
CC(C)(C)OC(=O)NCc1ccc(NC(=O)c2nc[nH]c2C(=O)NCCCNC(=O)c2[nH]cnc2C(=O)Nc2ccc(CNC(=O)OC(C)(C)C)cc2)cc1 | -4% | ? | 9% | ? | 19% | 3% | -6 | -11% | -7%
CN1C(=O)c2ccc(NC(=O)c3ccc(Cl)cc3Cl)cc2C1=O | -1% | 2% | 42% | -8% | 12% | 8% | -6 | -12% | 1%
CCOc1c2ccc(C(=O)NCCCCc3ccccc3)cc2nn1CC | -3% | 1% | 17% | -8% | 19% | 47%[activator] | -9 | 7% | 9%
COc1ccc(NC2=NC3(CCCCC3)N=C(N)N2)cc1 | -5% | -1% | -14% | -1% | -8% | -6% | 0 | -7% | 8%
NC(=O)/C(N=Nc1ccccc1)=N/Nc1ccccc1 | -1% | 3% | 11%[57.1 µM] | -6% | -1% | -4%[57.1 µM] | 5 | -27% | 2%
CN(CC(=O)Nc1ccc(Cl)c(C(F)(F)F)c1)C(=O)C1CSC2(C)CCC(=O)N12 (stereo not given) | -2% | -3% | -3% | ? | 26% | -5% | -2 | -20% | 7%
O=C(NCc1ccccc1Cl)c1cc2cccc3c2n1CCS3 | -4% | 0% | 44%[activator] | 2% | 16% | 32% | -3 | -35% | 9%
CN=C(NC)SC1CC(=O)N(c2ccccc2)C1=O (stereo not given) | 0% | 0% | -10% | · | 30% | -7% | -4 | 8% | 1%
COC(=O)c1sccc1N/C=C(\C#N)S(=O)(=O)C(C)(C)C | -2% | 4% | 16%[57.1 µM] | -5% | ? | -3%[57.1 µM] | -9 | -4% | 0%
CCOC(=O)c1ccccc1NC(=O)c1ccc(NS(C)(=O)=O)cc1 | 0% | -7% | 6% | -6% | 9% | 6%[57.1 µM] | 0 | -17% | 0%
COc1ccc(NC(=S)N/N=C/c2cccn2Cc2ccc(F)cc2)cc1 | -3% | -1% | -8% | 7% | 3% | -6% | -5 | -27% | -11%

Screening data as filed in PubChem BioAssay.
